phage Ecoli inh: growth loss of phage-infected E. coli, primary screen, RecBCD inhibitor project, absorbance, with phage, HTS; inhibition, % at 11.9 µM; 0.26% of 360,000 active; AID 651602, 2012; in the data active = inhibition above about 11%
Tat transport: E. coli Tat export inhibitors, primary screen, MC4100, TorA-mCherry reporter, fluorescence, single point; inhibition, % at 10 µM; 0.036% of 340,000 active; AID 488895, 2010;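 active = mean replicate inhibition at least 50% and at least half of replicates individually reaching 50%; inconclusive = only one of the two criteria met; inactive = neither criterion met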;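 note: exported cargo escapes ClpAP degradation while cytoplasmic cargo is degraded and loses fluorescence; 0% = median of neutral control wells and 100% = median of NaSCN control wells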
E coli growth: E. coli V3065 growth inhibition, primary screen, counter-screen for AddAB inhibitor project, absorbance, OD600; 0.27% of 330,000 active; AID 449728, 2010; 18 h; inhibition, % at 11.9 µM;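 active = inhibition above the campaign's mean inhibition across all tested compounds plus 3 SD, cut at about 9.9% in these data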;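 note: uninfected addAB+ strain grown without phage in ampicillin broth; 0% = DMSO wells and 100% = ciprofloxacin 0.95 µg/ml wells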
HTR5A inv ctr: HTR5A inverse agonists in luminescence cell assay, primary screen, counter-screen for OPRM1-OPRD1 heterodimer inverse agonist project, full-deck HTS | inhibition, % at 9.3 µM | AID 504634, 2011 | HTR5A cell line, inverse agonism | 0.083% of 340,000 active; in the data active = inhibition mostly above about 23%, no sharp cut-off; inactive = mostly below about 18%;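 note: 0% = cells with DMSO and 100% = no-cell wells with DMSO; some compounds called inactive have numbers as strong as hits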
Target sequence (P47898 whole entry, looked up): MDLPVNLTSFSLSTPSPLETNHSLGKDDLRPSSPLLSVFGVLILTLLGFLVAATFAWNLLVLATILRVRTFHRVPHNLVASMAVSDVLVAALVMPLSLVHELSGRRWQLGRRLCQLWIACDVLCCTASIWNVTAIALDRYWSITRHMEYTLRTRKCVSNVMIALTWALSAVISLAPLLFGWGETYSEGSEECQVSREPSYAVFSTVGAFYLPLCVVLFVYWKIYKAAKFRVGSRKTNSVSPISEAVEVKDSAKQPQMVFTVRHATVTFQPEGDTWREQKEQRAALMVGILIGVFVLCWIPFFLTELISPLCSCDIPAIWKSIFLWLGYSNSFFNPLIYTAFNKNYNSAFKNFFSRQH
PKA-R2B activ: activators of PKA-R2B holoenzyme, primary screen, biochemical, fluorescence polarization, Cy5-IP20, human; PKA-R2B holoenzyme dissociation; R2B truncated from residue 108, S112A mutant; 0% DMSO only, 100% 113 µM cGMP; 0.079% of 340,000 active; activation, % at 11.4 µM; cAMP-dependent protein kinase catalytic subunit beta (Homo sapiens) + cAMP-dependent …;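 active = activation above a cutoff set at the mean over all compounds plus 3 SD, cut at about 18% in these data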;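 note: higher means more holoenzyme dissociation and a rise in polarization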
HTR5A ag ctr: HTR5A agonists in luminescence cell assay, primary screen, counter-screen for OPRM1-OPRD1 heterodimer agonist project, full-deck HTS | 5-hydroxytryptamine receptor 5A (Homo sapiens), P47898 | cell-based | activation, % at 9.3 µM | 0.61% of 340,000 active | AID 504692, 2011; in the data active = activation mostly above about 9.5%, no sharp cut-off; inactive = mostly below about 7.6%;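 note: 0% = cells with vehicle only and 100% = reference agonist; strong numbers were not always called active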
CDK5 inh: inhibitors of human CDK5/p35 kinase, primary screen, biochemical, single concentration; Recombinant CDK5/p35, ADP-Glo luminescence, 60 min; inhibition, % at 10 µM; 0.01% of 330,000 active;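 active = highest replicate inhibition of at least 50% and at least 75% of replicates reaching 50%; inconclusive = only one of the two criteria met; inactive = both criteria failed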;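 note: plate controls were DMSO neutral control for no effect and GW8510 at 10 µM for full effect; many of its hits are not listed in these tables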
Target sequence (Q00535 whole entry, looked up): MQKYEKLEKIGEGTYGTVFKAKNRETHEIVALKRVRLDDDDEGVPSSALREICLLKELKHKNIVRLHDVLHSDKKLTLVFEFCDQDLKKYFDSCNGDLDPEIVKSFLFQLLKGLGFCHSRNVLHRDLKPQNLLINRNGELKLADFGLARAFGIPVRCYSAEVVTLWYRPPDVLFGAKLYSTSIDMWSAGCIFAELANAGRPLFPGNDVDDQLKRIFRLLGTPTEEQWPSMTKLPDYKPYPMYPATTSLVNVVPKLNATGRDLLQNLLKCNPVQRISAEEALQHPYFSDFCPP
Target sequence (Q15078 whole entry, looked up): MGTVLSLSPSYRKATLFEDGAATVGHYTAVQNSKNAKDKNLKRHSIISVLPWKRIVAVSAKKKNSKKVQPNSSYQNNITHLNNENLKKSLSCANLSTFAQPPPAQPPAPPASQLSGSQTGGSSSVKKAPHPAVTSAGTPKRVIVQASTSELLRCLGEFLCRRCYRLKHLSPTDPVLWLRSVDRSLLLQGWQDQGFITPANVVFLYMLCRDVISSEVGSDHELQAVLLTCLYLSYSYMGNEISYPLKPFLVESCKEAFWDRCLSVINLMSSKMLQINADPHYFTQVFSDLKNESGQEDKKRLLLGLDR
AddAB inh: growth inhibition of E. coli expressing H. pylori AddAB, primary screen, AddAB inhibitor project, absorbance. inhibition, % at 11.9 µM. 0.29% of 330,000 active. AID 435030, 2010; in the data active = inhibition above about 12%;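 note: 0% = vehicle wells of infected cells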
DAGLB inhibitor: DAGLB lipase inhibitors, primary screen, biochemical, fluorescence, HTS | HEK293T DAGLB membrane lysate, EnzChek fluorogenic substrate | 0.059% of 340,000 active | AID 504411, 2011 | Diacylglycerol lipase-beta (Homo sapiens), Q8NCG7 | inhibition, % at 5.17 µM; in the data active = inhibition above about 34%;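 note: 0% = enzyme with vehicle and 100% = wells lacking enzyme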
PKA-R1A act: activators of PKA-R1A holoenzyme, primary screen, biochemical, fluorescence polarization, Cy5-IP20, bovine R1A, mouse PKAc. PKA-R1A dissociation; scaled: DMSO 0%, 113 µM cGMP 100%. activation, % at 11.4 µM. 0.083% of 340,000 active;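 active = percent activation above the mean of all tested compounds plus 3 SD, cut at about 19% in these data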;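 note: higher means more PKAc released from R1A so a rise in polarization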
SUMO Mot1 rescue: yeast Mot1-301 growth rescue at high temperature, primary screen, SUMOylation pathway inhibitor project, S. cerevisiae, ATP luminescence, 38.5C. 1% of 320,000 active. S. cerevisiae Mot1-301 growth rescue; percent above DMSO median, 100 means doubled. growth rescue, % at 18.8 µM;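 active = every valid replicate shows activation above 250% relative to neutral control wells; inactive = the rest, any valid replicate at or below 250%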;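 note: OY570 slx delta 5 strain wells were the positive control but not used for scaling; some compounds called inactive have numbers as strong as hits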
The depositor's hits bear a star; ? = inconclusive; . = not tested or not shown.

SMILES	phage Ecoli inh	Tat transport	E coli growth	HTR5A inv ctr	PKA-R2B activ	HTR5A ag ctr	CDK5 inh	AddAB inh	DAGLB inhibitor	PKA-R1A act	SUMO Mot1 rescue
CSc1ccc(C(=O)C2CCCN(C(=O)c3ccc4c(c3)OCO4)C2)cc1 (stereo unspecified)	1.8	17.5	-0.6	-22.0	0.6	5.4	0.3	-0.9	-3.2	3.7	-8.9
CNC(=S)N1CCn2cccc2C1c1cc(OC)c(OC)c(OC)c1 (stereo unspecified)	0.6	-0.5	-1.5	-9.1	-2.3	-0.8	-0.2	-0.1	-2.5	3.8	329.0
CCN(CC)C(=O)Cn1cc(C(=O)C(=O)N2CCCc3ccccc32)c2ccccc21	-1.6	-6.2	-0.1	16.7	0.7	0.8	0.3	1.6	-1.0	0.1	.
O=S(=O)(NCc1cccnc1)c1cc(Cl)ccc1Cl	.	-1.5	0.5	-16.2	4.6	4.0	0.6	1.1	-1.0	0.3	-11.8
C=CCNCCCCOc1ccccc1	4.8	-2.3	0.5	2.4	-2.1	-0.7	1.5	1.9	-1.2	-1.5	4.8
COc1ccc(C(=O)Nc2nccs2)cc1OC	0.3	-3.6	-1.7	-9.2	-7.7	-2.9	2.6	1.9	4.0	0.8	21.8
COc1ccc(NC(=O)CCNC(=O)c2ccco2)cc1Cl	7.9	1.8	7.3	4.8	3.7	6.8	1.3	5.9	2.4	-2.7	-5.7
N#Cc1cc(-c2ccc(Cl)cc2)cnc1Sc1ccccc1	0.2	-1.1	-0.7	-5.0	-5.5	-3.0	-1.6	3.6	-12.0	-12.9	-17.7
CS(=O)(=O)c1ccccc1C(=O)Nc1ccc(-c2nc3ccccc3[nH]2)cc1	0.6	-6.8	0.3	2.3	-7.3	-0.6	-1.4	2.9	-0.7	-7.4	15.6
CC(=O)NNC(=O)CCn1nnc2ccccc21	0.3	4.5	-1.2	-11.8	-0.8	-1.3	1.2	0.0	-0.2	-4.2	0.3
Cc1ccc(NC(=O)CSC2=C(C#N)C(c3ccc4c(c3)OCO4)C3=C(CCCC3=O)N2)c(C)c1 (stereo unspecified)	3.6	0.9	2.2	-44.7	-2.2	1.1	-0.6	3.9	-0.8	1.3	8.9
Nc1ccccc1-c1nnc(SCc2ccccc2Cl)[nH]c1=O	1.3	-5.1	-1.3	-15.3	0.4	2.7	-0.7	1.8	14.4	-10.1	-9.1
Cc1ccc(C)c(NC(=S)NCc2cccs2)c1	1.6	29.4	-2.4	10.0	0.0	-2.7	-0.3	3.7	-0.9	-11.6	3.8
CCOC(=O)CNc1ncnc2nc[nH]c12	4.8	5.4	0.9	2.2	7.3	-0.8	-1.6	3.4	-2.0	-6.6	-9.2
CCOC(=O)c1ccc(NS(=O)(=O)N2CCCCCC2)cc1	2.1	-2.5	0.7	-1.8	-0.3	3.6	-0.2	2.1	-1.6	-7.0	2.9
COc1ccc(NC(C)=O)cc1NS(=O)(=O)c1cn(C)c(=O)n(C)c1=O	2.5	0.9	2.1	-14.6	4.2	-0.1	0.4	-0.2	-3.7	-2.4	-1.1
COc1ccc(C(C)=O)cc1CSc1nc2ccccc2c(=O)n1-c1ccccc1	0.9	0.2	-1.0	-6.5	-3.6	1.9	-0.5	0.5	-0.8	2.2	-11.1
O=C1CC(CC(=O)N/N=C/c2ccccc2[N+](=O)[O-])=NN1	3.4	2.1	-1.3	15.0	2.0	2.5	-2.0	1.3	4.8	-1.5	-5.6
Cn1cc(/C=C(\NC(=O)c2ccccc2Cl)C(=O)NCCCn2ccnc2)c2ccccc21	1.8	8.7	1.4	-17.4	-0.1	4.2	3.0	4.6	-1.8	-7.5	-20.9
CCCOC(=O)C1[C@H]2C(=O)N(C(C)c3ccc(OC)cc3)C[C@]23C=C[C@H]1O3 (stereo partly specified)	0.4	-1.8	-1.6	-24.1	0.6	6.6	0.6	-0.7	-1.6	5.6	124.6
COc1ccc(C2c3ccc4ccccc4c3Oc3ncn(CCN4CCOCC4)c(=N)c32)cc1 (stereo unspecified)	1.6	7.9	-1.4	-15.4	3.3	0.3	-0.1	0.7	1.1	-9.7	-23.3
CCc1ccc(/C=N/NC(=O)Cc2ccc(OC)c(OC)c2)s1	-0.3	4.7	.	1.4	1.7	-0.4	-1.2	.	2.0	-6.0	3.7
CCSCCC(NC1=CC(=O)CC(C)(C)C1)C(=O)O (stereo unspecified)	3.0	0.4	1.4	-14.8	8.4	0.2	-0.6	1.6	-4.0	-2.3	11.5
NS(=O)(=O)c1ccc(Nc2nc(-c3ccc(F)cc3)cs2)cc1	2.4	1.5	-1.7	.	.	.	1.3	0.9	.	.	3.1

Another view of part of the listing above.
N#Cc1cc(-c2ccc(Cl)cc2)cnc1Sc1ccccc1
  phage Ecoli inh: 0.2	Tat transport: -1.1	E coli growth: -0.7	HTR5A inv ctr: -5.0	PKA-R2B activ: -5.5	HTR5A ag ctr: -3.0	CDK5 inh: -1.6	AddAB inh: 3.6	DAGLB inhibitor: -12.0	PKA-R1A act: -12.9	SUMO Mot1 rescue: -17.7

CS(=O)(=O)c1ccccc1C(=O)Nc1ccc(-c2nc3ccccc3[nH]2)cc1
  phage Ecoli inh: 0.6	Tat transport: -6.8	E coli growth: 0.3	HTR5A inv ctr: 2.3	PKA-R2B activ: -7.3	HTR5A ag ctr: -0.6	CDK5 inh: -1.4	AddAB inh: 2.9	DAGLB inhibitor: -0.7	PKA-R1A act: -7.4	SUMO Mot1 rescue: 15.6

CC(=O)NNC(=O)CCn1nnc2ccccc21
  phage Ecoli inh: 0.3	Tat transport: 4.5	E coli growth: -1.2	HTR5A inv ctr: -11.8	PKA-R2B activ: -0.8	HTR5A ag ctr: -1.3	CDK5 inh: 1.2	AddAB inh: 0.0	DAGLB inhibitor: -0.2	PKA-R1A act: -4.2	SUMO Mot1 rescue: 0.3

Continued:
SMILES	phage Ecoli inh	Tat transport	E coli growth	HTR5A inv ctr	PKA-R2B activ	HTR5A ag ctr	CDK5 inh	AddAB inh	DAGLB inhibitor	PKA-R1A act	SUMO Mot1 rescue
C/C(CC(=O)Nc1ccccc1C(F)(F)F)=N\NC(=O)c1cnccn1	0.1	-5.4	3.2	5.0	-7.0	-1.8	1.1	5.8	2.8	3.9	-8.1
COc1ccc(CNC(=O)COC(=O)CCn2c(C)csc2=O)cc1OC	0.5	0.8	1.7	5.3	-7.2	-2.2	0.6	0.3	2.0	-0.9	-0.8
COc1cc([N+](=O)[O-])ccc1NC(=O)COC(=O)CCS(=O)(=O)c1ccc(C)cc1	-0.4	0.1	-0.7	12.6	-2.4	-5.2	0.2	2.2	-2.1	-17.6	11.5
Cc1cccc(Nc2ccncc2S(=O)(=O)NC(=O)NC(C)C)c1	3.2	0.1	-1.6	-25.2	3.1	1.3	-0.7	0.6	1.7	-0.4	9.2
CN(CC(=O)Nc1cccc(F)c1)CC(=O)N1CCCCC1	0.5	1.9	-1.8	-15.4	-8.3	5.6	-0.3	-1.8	-0.4	-4.6	2.2
COc1ccccc1NC(=O)c1cc([N+](=O)[O-])ccc1NCCN1C(=O)CCC1=O	4.4	-3.7	-1.0	-3.1	-0.1	-3.1	-3.1	-0.9	-1.2	-14.2	-0.3
CCN1C(=O)S/C(=C/c2c(OCc3ccc(C(=O)O)cc3)ccc3ccccc23)C1=O	2.6	8.1	0.7	3.1	-2.8	-2.0	1.8	5.1	3.9	-9.1	-4.9
COc1cccc(-c2nn3c(-c4ccccn4)nnc3s2)c1	2.9	?	-0.1	9.3	-3.6	-3.9	-0.6	1.2	0.8	2.4	10.4
COc1ccc([N+](=O)[O-])cc1N(CC(=O)N(C)C)S(C)(=O)=O	1.7	3.3	0.0	1.6	-2.2	-0.6	-2.1	2.1	3.0	4.6	26.4
CCN(CC)c1nc(SCCOC(=O)Nc2ccccc2)nc(N(CC)CC)n1	2.0	-2.0	-1.1	-26.1	-3.9	0.8	0.3	-0.9	-20.7	0.6	19.7
COCCn1c(SCC(=O)NC(=O)NCc2ccccc2)nc2ccccc21	0.3	4.5	1.3	-16.2	-7.8	-0.6	0.1	-0.4	-1.9	10.3	-4.1
Cc1ccn2cc(C(=O)Nc3ccccc3N3CCOCC3)nc2c1	0.9	-0.5	-2.0	-4.7	3.4	2.0	-1.4	2.6	-1.9	-6.3	8.3
Nc1nonc1N/N=C/c1c(O)ccc2ccccc12	2.9	4.9	0.5	8.6	-0.5	0.6	1.6	3.4	4.6	-1.5	24.7
c1cnc2nc3c4ccccc4c4ccccc4c3nc2c1	1.6	8.6	.	-9.3	-3.8	2.4	14.0	.	-5.5	-3.1	.
CCOC(=O)Cn1nnc(-c2ccc(SC)cc2)n1	0.1	1.9	-0.4	10.2	10.8	2.1	-0.6	-0.5	-5.6	5.9	-13.5
C[n+]1ccccc1C1CCCC/C1=N\NC(N)=S (stereo unspecified)	2.6	-2.2	-0.2	2.3	-3.6	-0.8	1.6	-0.7	-0.2	2.1	-25.8
Oc1c(N=NC(=S)Nc2ccccc2F)c2ccccc2n1Cc1ccc(Cl)cc1	3.5	0.3	-1.4	22.2	1.6	3.4	0.2	1.1	1.2	6.1	34.9
CC(=O)Nc1cccc(NC(=O)c2ccc(Br)cc2)c1	4.5	-3.3	1.2	7.5	8.5	-2.8	-1.3	3.0	-0.1	11.5	-8.2
CS(=O)(=O)N(Cc1ccccc1)c1ccc(C(=O)Nc2cccnc2)cc1	-0.7	-6.7	-2.7	15.5	-5.6	1.2	-2.6	0.9	-3.2	-3.8	61.9
O=C(NCCNc1ccc([N+](=O)[O-])cc1C(F)(F)F)c1ccccc1	4.0	-6.6	3.3	9.7	0.9	0.2	-0.2	1.0	4.2	6.5	23.8
Cc1cccc(Cn2c(NCCO)nc3c2c(=O)n(C)c(=O)n3C)c1	1.3	-8.9	0.4	-5.8	2.0	2.5	4.1	2.6	2.2	-6.3	2.1
Cn1c(=O)[nH]c(=O)c2c1nc(CN1CCN(Cc3ccccc3)CC1)n2CC(N)=O	0.8	-3.7	0.3	.	-1.1	.	0.3	0.4	0.6	-2.5	-42.1
Cc1ccc(N2C(=O)N3[C@H](c4ccc(F)cc4)[C@@H]4C(=O)N(C5CCCCC5)C(=O)[C@@H]4[C@]3(C)C2=O)cc1	.	9.7	0.8	-21.2	-8.5	7.9	1.1	3.8	1.7	-2.0	-8.9
CCOc1ccc(CCNC(=O)c2nnn(CC(=O)Nc3ccc(C)cc3)c2N)cc1OCC	.	1.0	0.4	-25.9	0.4	-0.2	1.6	2.9	-1.1	1.8	1.2

Screening results: PubChem, several laboratories
